Compound activity deposited in PubChem by National Center for Advancing Translational Sciences (NCATS).
12-LOX inh: Primary qHTS assay for inhibitors of human arachidonate 12S-lipoxygenase (ALOX12): Round 2. hit rate 1.1% among 580,000. AID 1671190, 2021. Polyunsaturated fatty acid lipoxygenase ALOX12 (Homo sapiens), P18054. purified 12hLO, xylenol orange hydroperoxide absorbance. Potency, µM (titrated, usually from 108 µM), for inactives: top-dose activity change, negative = inhibition, most hits filed as inhibitors; active = well fitted inhibition curve with a large enough effect; inconclusive = small, poorly fitted or top-dose-only effect, or another doubt; inactive = no such curve, though single readings can be large or run the other way
Target sequence (P18054 whole entry, looked up): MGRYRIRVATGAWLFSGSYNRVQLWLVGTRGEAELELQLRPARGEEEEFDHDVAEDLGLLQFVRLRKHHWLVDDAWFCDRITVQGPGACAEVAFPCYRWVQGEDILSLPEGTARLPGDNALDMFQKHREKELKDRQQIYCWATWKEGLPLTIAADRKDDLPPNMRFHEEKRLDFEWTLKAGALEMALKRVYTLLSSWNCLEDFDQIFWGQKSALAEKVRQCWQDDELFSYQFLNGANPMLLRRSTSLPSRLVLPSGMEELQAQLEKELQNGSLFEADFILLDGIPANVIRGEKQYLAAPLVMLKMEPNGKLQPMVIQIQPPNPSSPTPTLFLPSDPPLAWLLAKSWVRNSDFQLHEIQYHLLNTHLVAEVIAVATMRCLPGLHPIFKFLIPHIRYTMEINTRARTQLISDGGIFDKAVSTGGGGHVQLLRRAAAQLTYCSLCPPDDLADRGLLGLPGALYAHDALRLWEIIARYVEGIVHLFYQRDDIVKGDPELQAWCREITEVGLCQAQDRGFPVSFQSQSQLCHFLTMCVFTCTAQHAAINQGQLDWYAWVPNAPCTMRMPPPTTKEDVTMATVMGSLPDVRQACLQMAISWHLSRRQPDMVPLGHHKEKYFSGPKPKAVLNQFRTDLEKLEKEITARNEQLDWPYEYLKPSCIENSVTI
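Hydroperoxide product was detected by ferrous iron/xylenol orange as the 573 to 405 nm absorbance ratio. Arachidonic acid at 40 uM (final) was turned over for 30 min at room temperature by 150 nM human 12hLO, pH 7.0 Hepes buffer, after 15 min compound preincubation.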
* marks the source's active call; other numbers are inactive results; ? = inconclusive; [ ] = dose if it differs, or a comment. % is set by controls: 0 for no effect and ±100 for the full control effect; potency is the fitted concentration of half-maximal effect.

| structure | 12-LOX inh |
| --- | --- |
| COCCN1C(=O)c2n[nH]c(-c3ccco3)c2C1c1ccc(OC)cc1 (stereo not drawn) | ? |
| Cc1ccc(CCNC(=O)C2CCN(c3cc(C(F)(F)F)nc(C)n3)CC2)cc1 | 36% |
| Cc1cc(-c2cnc3[nH]cc(CC(N)=O)c3c2)ccn1 | -6%[176 µM] |
| Cc1ccccc1C(=O)NCc1nnc2ccc(-c3ccccc3)nn12 | 20% |
| O=C(CSc1nc(-c2ccccc2F)nc2nc[nH]c12)Nc1c(Cl)cc(Cl)cc1Cl | -11% |
| CN(Cc1ccc(C#N)cc1)Cc1ccco1 | -4% |
| CC(C)(C)C(=O)N1CCC(c2nn(-c3ccccc3)c(=O)[nH]2)CC1 | 61%[activator][176 µM] |
| CCC1CCCN(C(=O)Cn2cc(Br)c(=O)[nH]c2=O)C1 (stereo not drawn) | 46% |
| Cc1ccccc1CN1CCC(CNC(=O)c2cccc3c2SCCC3=O)CC1 | 18% |
| CN(CC1CCOC1)C(=O)Cc1cccc(F)c1 (stereo not drawn) | 7% |
| CC(C)=CC(=O)N1C[C@@H](NC(=O)NC2CCCCC2)C[C@H]1C(=O)N[C@H](Cc1c[nH]c2ccccc12)C(N)=O | -2% |
| Cn1cccc1C(=O)N1CCC(n2cc(-c3nc(-c4ccccc4)no3)nn2)C1 (stereo not drawn) | 9% |
| NNc1c(F)c(F)c(Br)c(F)c1F | 13µM* |
| COc1cc(Nc2cc3[nH]c(-c4ccccc4)cc3cn2)cc(C(F)(F)F)c1 | ? |
| COC[C@@H]1CN(S(=O)(=O)c2ccccc2C)C[C@H]1c1ccncc1 | 52%[activator] |
| Cc1ccc(C(=O)N2CCC3(CC2)CC(N(C(=O)c2ccccc2)C2CC2)CCO3)cn1 (stereo not drawn) | 37%[activator] |
| Cc1cc(C2CCCCC2)ccc1O | ? |
| COc1cc(C2=NOC(C(=O)N(C)c3ccccc3)C2)cc(OC)c1OC (stereo not drawn) | 2% |
| CC(C)c1ccc(N2C(=O)N[C@@H]3CCN(C(=O)c4ccc(N(C)C)cc4)[C@@H]3C2=O)cc1 | -6%[176 µM] |
| CN(C)Cc1cn2c(=O)n(C)cc(-c3ccc(O)c(F)c3)c2n1 | -29%[176 µM] |
| O=C1CCN(S(=O)(=O)c2ccc3c(c2)CCC3)CCCC(CO)CCN1 (stereo not drawn) | 13% |
| CCSc1nnc2n(C)c(=O)c3c(n12)-c1ccccc1CC31CCCCC1 | 1% |
| Cc1ccc(CNC(=O)[C@H]2CCC[C@H]2NC(=O)c2ccncc2)o1 | 53%[activator] |
| CN(C)c1ccc(C(=O)Nc2ccccc2-c2ccccc2)cc1 | -4% |
| Cc1cc(C(=O)NCC2(COc3ccccc3)C[C@@H](O)[C@@H](O)C2)no1 (stereo partly drawn) | 85%[activator][176 µM] |
| COCC(=O)N1CCCC(c2nn(C)c(=O)n2C(C)C)C1 (stereo not drawn) | 26% |
| Fc1ccc(CN2Cc3[nH]cnc3C[C@H]2c2nc(-c3ccc(F)c(Cl)c3)no2)cc1 | 21%[176 µM] |
| CNC(=O)CC1C(=O)NCCN1CC(=O)Nc1cc(OC)cc(OC)c1 (stereo not drawn) | 37%[activator] |
| CCOC(=O)c1cn[nH]c1S(=O)(=O)N(CC(C)C)CC(C)C | ? |
| COc1ccc(CN2C(=O)[C@@H]3C[C@@H](CN3CC3CC3)Oc3ccccc32)cc1 | 0%[176 µM] |
| Cc1ccc(S(C)(=O)=O)cc1NCc1ccccc1F | -33% |
| CC(C)CN1CCC(CN2C(=S)NC[C@@H]2Cc2ccccc2)CC1 | 0% |
| Cc1ccc(-c2cnc(CCC(=O)Nc3nccs3)o2)cc1C | -2% |
| C=CCn1cc(CN2CCOC(Cc3cccc(OC)c3)C2)c(C)n1 (stereo not drawn) | 34%[activator] |
| CC(=O)N1CCN(c2cc(-c3noc([C@@H]4CCCN4C4CCC4)n3)ccn2)CC1 | 43%[activator][176 µM] |
| Cc1oc2c(c1C(=O)N(C)CCc1ccccn1)CN(Cc1cccc(F)c1)CC2 | 2% |
| O=C(O)CCCC(=O)N1N=C(c2ccsc2)CC1c1ccc(F)cc1 (stereo not drawn) | 21% |
| CC(C)(CNC(=O)c1cc(-c2ccccc2F)on1)N1CCOCC1 | -10% |
| CCNc1ncc2nc(-c3ccccc3)c(=O)n(C[C@H]3CCCO3)c2n1 | 0% |
| Cc1ccccc1C(C)NC(=O)c1ccc2c(c1)NC(=O)CS2 (stereo not drawn) | ? |
| COc1ccc2cc(CNC3CCCc4ccccc43)ccc2c1 (stereo not drawn) | ? |
| CN(C)c1ncc2nc(-c3cc(F)cc(F)c3)c(=O)n(C[C@H]3CCCO3)c2n1 | 60%[activator] |
| COc1ccc(-c2cc(N3CCC(NC(=O)CCc4ccccc4)CC3)n[nH]2)cc1 | -2% |
| NC(=O)c1cccc(-c2cc3c(cn2)CN(Cc2ccncc2)CCN3)c1 | 56%[activator][176 µM] |
| COC(=O)CCCNC(=O)CN(C)Cc1ccccc1 | 0% |
| COc1ccc(OCCn2cc(C(C)=O)c3ccccc32)cc1 | 24% |
| CN(C(=O)Cc1ccccn1)C1CCc2ccccc21 (stereo not drawn) | 35%[176 µM] |
| N#Cc1ccc(Oc2ccccc2Oc2ccc(C#N)c(C#N)c2)cc1C#N | -12% |
| CCOC1OC(COC(C)=O)C(OC(C)=O)C(OC(C)=O)C1NC(C)=O (stereo not drawn) | 7% |
| CC(C)=CCC/C(C)=C/CNCC(O)CN1CCOCC1 (stereo not drawn) | 0.63µM* |
| CC(C)CCNC(=O)N1CCC(N2CC3CC(C2)[C@H]2CCCC(=O)N2C3)CC1 (stereo partly drawn) | 23% |
| CCN(CC)C(=O)CC[C@H]1CNC(=O)[C@@H]2[C@@H](CCN2Cc2ccc(F)cc2)N1C | 22%[176 µM] |
| Cc1ccc(CNC(=O)c2cc3c(C)nn(C)c3s2)cc1 | -22% |
| COc1ccc(-c2cc(N3CCC(NC(=O)c4ccc(C)c(C)c4)C3)n[nH]2)cc1 (stereo not drawn) | 9% |
| CCOc1ccccc1NC(=O)N1CCC(N2C(=O)C(OC)C23CCOCC3)CC1 (stereo not drawn) | 55%[activator] |
| CC(=O)NCCNc1ncnc2ccc(-c3c(C)noc3C)cc12 | ? |
| CC(=O)NCCNc1nc(-c2ccc3c(c2)OCO3)nc2ccccc12 | -29% |
| Cc1c(NC(=O)C(C)C)cccc1-c1nc2cc(Cl)ccc2o1 | -19% |
| COc1cc(C(=O)NCC2(c3ccccc3)CCC2)cc(OC)c1OCC(N)=O | ? |
| CN(C)CCCNC(=O)C1CC(=O)N(c2n[nH]c3cc(Br)ccc23)C1 (stereo not drawn) | 1% |

(cont.)
Compound,12-LOX inh
COCc1ccc2c(c1)c(OC(C)(C)C(=O)Nc1ccn(C)n1)nn2Cc1cccc(OC)c1,-7%
CS(=O)(=O)N(C1CC1)C1CCOC2(CCN(C(=O)c3ccccc3)CC2)C1 (stereo not drawn),40%[activator]
COc1cc(Br)c(C(N)C(=O)O)cc1OC (stereo not drawn),1%
CN(C)c1cccc(C(=O)NC2CCN(c3cn[nH]c(=O)c3)CC2)c1,4%
CCOC(=O)C1(Cc2ccccc2F)CCCN(C(=O)c2cnn(CC)c2)C1 (stereo not drawn),14%
CN(C)c1ccc(C(=O)NC2CCN(c3cc(-c4ccc(F)cc4)[nH]n3)C2)cc1 (stereo not drawn),7%
Cc1nn(C)cc1CN1CCOc2ccc(C(C)(O)COc3ccccc3)cc2C1 (stereo not drawn),7%
CC(N)CCc1ccc(O)cc1 (stereo not drawn),-5%
COc1ccc(Cl)cc1-c1ccc2c(c1)C(=O)N1CC[C@H](N)C[C@H]1C(=O)N2,-10%[176 µM]
COc1ccccc1-c1nnc([C@H]2CCN(Cc3cccnc3)C2)o1,35%[activator][176 µM]
COc1ccc(S(=O)(=O)N2CCC3(CCCNC3)C2)c(OC)c1 (stereo not drawn),?
COC(CNc1nc(Nc2ccc(F)cc2)c2cnn(-c3ccccc3)c2n1)OC,0%
COC(=O)c1ccc(-c2ccc(CNCc3ccco3)o2)cc1,-55%
CCCS(=O)(=O)N1CCCC(Cn2c(C)nc3cccnc32)C1 (stereo not drawn),16%
O=C(NCCc1noc(-c2ccncc2)n1)C1CCOC1 (stereo not drawn),6%
COc1ccc(N2CC(C)(NC(C)=O)C2)cc1,-19%[176 µM]
CCOc1ccc(C(C)=O)cc1COC(=O)c1ccc(C(N)=O)cc1,?
COc1ccccc1-c1cc(-c2ccc(N3CCOCC3)cc2)c2onc(C)c2n1,42%[activator][176 µM]
c1ccc(CNc2ncnc3ccc(-c4ccc5c(c4)OCO5)cc23)cc1,?
O=C(CSc1nc(C(F)(F)F)nc2ccccc12)NC1CCCC1,-1%

Structural class, those above containing a CF3 group
Compound,12-LOX inh
Cc1ccc(CCNC(=O)C2CCN(c3cc(C(F)(F)F)nc(C)n3)CC2)cc1,36%
COc1cc(Nc2cc3[nH]c(-c4ccccc4)cc3cn2)cc(C(F)(F)F)c1,?
O=C(CSc1nc(C(F)(F)F)nc2ccccc12)NC1CCCC1,-1%

Next part
Compound,12-LOX inh
CCc1ccc(CNC(=O)c2nnn(-c3ccc(C)c(F)c3)c2C)cc1,-4%
CC[C@H]1CN(C(=O)NC(C)C)CC[C@H]1CC(=O)NCc1cccc2ccccc12,13%[176 µM]
COc1ccc(Cl)cc1C(C(=O)O)N1CCCN(c2ncccn2)CC1 (stereo not drawn),16%
Cn1c(CO[C@H]2CN(C(=O)C3CCOCC3)C[C@H]2F)nc2ccccc21,15%[176 µM]
Cc1nc(NCC(C)C)sc1C(=O)NCc1ccncc1,0%
CN(C)CC1(O)CCC2(CCN(C(=O)c3ccccc3)CC2)CC1,28%
COC(C)c1cccc(-c2cc(NC3CC3)nc(N)n2)c1 (stereo not drawn),2%
O=C(CSc1ncc(-c2ccc(F)cc2)o1)Nc1ccccc1C(F)(F)F,-5%
CN(C(=O)C(C)(C)C)C1CCc2ccccc21 (stereo not drawn),79%[activator][176 µM]
O=C(Nc1ccc(F)c(Cl)c1)c1nc2ccccc2nc1N1CCCCC1,-3%
CCC(C(=O)Nc1ccc(OC)cc1)n1nnc(C(=O)OC)c1C(=O)OC (stereo not drawn),-7%
O=C(CSc1nc(C(F)(F)F)nc2ccccc12)NN1C(=O)NC2(CCCCC2)C1=O,-12%
CN(CC1CCCCC1)C(=O)CCc1c[nH]c2ccccc12,?
CC(=O)Nc1cc(C(=O)COC(=O)c2ccc3ccccc3c2)ccc1O,-3%
Cc1ccc(C(=O)N2CCC3(C2)C(=NC2CCCC2)NC(=O)N3c2cccnc2)cc1 (stereo not drawn),5%[6.33 µM]
CCCCCCCCN1C(=O)[C@H](CC(=O)N2CCN(C(=O)C3CC3)CC2)C[C@@]2(C(=O)OC)CC(C)(C)CC=C12,-4%
O=S(=O)(c1ccc(-c2csc(-c3ccc(F)cc3)n2)cc1)N1CCOCC1,-28%
COCCN(Cc1ccc(F)cc1)Cc1cc(=O)n2c3c(sc2n1)CCCC3,-5%
COc1ccc(CC(=O)Nc2ccc3ncnc(N4CCCC4)c3c2)cc1Cl,11%
Cc1ccc(C(=O)NCCCNC(=O)c2nc3ccccc3c(=O)[nH]2)cn1,19%
Cc1ccc(Sc2nc3c(c(=O)[nH]c(=O)n3C)n2Cc2ccccc2)cc1,7%
CCOC(=O)c1cn(C2CN(C(=O)Cc3ccccc3F)C2)nn1,64%[activator]
O=C(NCc1cccc(F)c1)c1c[nH]c2ncccc12,0%[176 µM]
CC1=C(C#N)C(O)(C(F)(F)F)C(=O)N1 (stereo not drawn),2%
CCCn1cc(CNC(=O)c2ccc(CC3CCCNC3)cc2)cn1 (stereo not drawn),?
CS(=O)(=O)c1ccc(C(=O)Nc2ccc(Cl)c(-c3ccccn3)c2)c(Cl)c1,-11%[57.4 µM]
Cc1ccc(CN(C(=S)NCC(=O)O)C2CCCCC2)cc1,?
COC(=O)C1CCN(Cc2ccc3c(c2)CN(C(=O)c2cc(C)oc2C)CCO3)CC1,?
N#C/C(=C\c1cc(Br)c(O)c(Br)c1)c1nc2ccccc2[nH]1,?
COc1ccc(-c2nc3cc(C)ccc3cc2CN2CCC(N(C)C)C2)cc1 (stereo not drawn),37%[activator]

Copied from the list:
`CS(=O)(=O)c1ccc(C(=O)Nc2ccc(Cl)c(-c3ccccn3)c2)c(Cl)c1` | 12-LOX inh = -11%[57.4 µM]
`CCOC(=O)c1cn(C2CN(C(=O)Cc3ccccc3F)C2)nn1` | 12-LOX inh = 64%[activator]
`COc1ccc(-c2nc3cc(C)ccc3cc2CN2CCC(N(C)C)C2)cc1` (stereo not drawn) | 12-LOX inh = 37%[activator]

The list goes on:
Compound,12-LOX inh
CSc1ccccc1NC(=O)/C=C/c1ccc(F)cc1,4%
Cc1ccc(NC(=O)C(Sc2cccc[n+]2[O-])c2ccccc2)cc1 (stereo not drawn),-22%
CCOc1ccccc1CN1CC(C(=O)NCc2ccncc2)C2(CCOCC2)C1 (stereo not drawn),110%[activator]
CC(Sc1ccc(F)cc1F)C(N)=O (stereo not drawn),19%
Cc1cccc(NC(=O)Cn2ccn3nc(-c4ccc(F)cc4)c(CO)c3c2=O)c1,19%
CN(C(=O)CCc1nc2ccccc2c(=O)[nH]1)C1CCCC1,-29%

Pulled one by one from the entries so far (2):
Compound,12-LOX inh
CSc1ccccc1NC(=O)/C=C/c1ccc(F)cc1,4%
Cc1cccc(NC(=O)Cn2ccn3nc(-c4ccc(F)cc4)c(CO)c3c2=O)c1,19%

Not all compounds are listed; rates above refer to the full screens.
